Source: PubChem (National Center for Advancing Translational Sciences (NCATS))
GLP1R cytotox – cytotoxicity in counter-screen for GLP-1R inverse agonists; HEK293 cAMP-luciferase reporter cells, luminescence, 24 h; Potency, µM (highest dose often 38.3 µM), for inactives: at the highest dose activity change, negative = inhibition, hits mostly inhibitors; 410,000 compounds, 0.13% hits;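 note: loss of luciferase light is scored as toxicity; % is set by controls: 0 for no effect and ±100 for the full control effect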
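Step one: seed cells (200 cells/uL, DMEM with 10% Nu serum, 1% pen-strep). Step two: 12-hour incubation at 37 deg C. Step three: pin 23 nL compound, incubate 24 hr. Step four: add luciferase reagent, read luminescence 12 min later.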
SW480 rerep – DNA re-replication induction in SW480 cells | SW480 DNA re-replication, Hoechst DNA content imaging, 48 h | Potency, µM (titrated, usually from 46.1 µM), for the others: at the highest dose re-replication activation, actives largely listed as activators | 340,000 compounds, 1.8% hits | AID 624297; note: % of control where 0% means no effect; nearly all actives have a fitted effect of over 55% in size
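First, 250 cells per well were seeded. Next, compound or vehicle (23 nL) was pinned in, plates sat 48 hr at 37 C. Finally Hoechst was added for 40 min before fluorescence scanning.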
HT1080 IDH1KD tx – toxicity to HT-1080 IDH1 knockdown cells (counter line); Potency, µM (highest dose often 46.1 µM), without a hit: at the highest dose activity, negative = toxicity, usual class: cytotoxic; HT-1080 IDH1 knockdown viability, ATP luminescence, 48 h; AID 686971; 360,000 compounds, 2% hits;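 note: 0% = DMSO wells and -100% = cell-free medium wells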
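Cytotoxicity counter-line: IDH1KD HT-1080, 48 h, CellTiter-Glo. Curves classed by r2, magnitude and activity.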
HT1080NT lethal – kills 2HG-producing HT-1080-NT fibrosarcoma cells; HT-1080-NT fibrosarcoma viability, CellTiter-Glo ATP luminescence, 48 h; Potency, µM (series often up to 46.1 µM), inactives show at the top dose activity, negative = less viability, hits mostly cytotoxic; 360,000 compounds, 1.6% hits; AID 686970;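 note: NT is the 2HG producing partner of a matched IDH1 knockdown line; 0% = DMSO-treated cells and -100% = media-only wells without cells; nearly all actives have a fitted effect of over 55% in size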
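A 48-hour cytotoxicity screen used HT-1080-NT cells plated 2 hours before compound delivery. ATP-based CellTiter-Glo luminescence measured viability, normalized to DMSO and no-cell controls.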
TDP-43 yeast inh – rescues yeast growth from TDP-43 toxicity; TDP-43 expressing yeast growth rescue, BacTiter-Glo, 24 h; Potency, µM (top dose mostly 46.1 µM), inactives show at the highest dose growth rescue (activation), most hits filed as activators; 410,000 compounds, 1.8% hits; note: % of control where 0% means no effect; nearly all actives have a fitted effect of over 50% in size
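Galactose-induced TDP-43 yeast, OD600=0.02, compound pinned; 24 hr, 30 deg C; BacTiter-Glo luminescence for growth. Inhibitors of TDP-43 toxicity read as activators.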
KB-3-1 cytotox – KB-3-1 parental cell cytotoxicity. KB-3-1 viability, CellTiter-Glo ATP luminescence, 72 h. Potency, µM (series often up to 46.1 µM), inactives show top-dose activity change, negative = cytotoxic, most hits filed as cytotoxic. 400,000 compounds, 1.4% hits; note: % is set by controls: 0 for no effect and ±100 for the full control effect; nearly all actives have a fitted effect of over 60% in size
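Cytotoxicity in the drug-sensitive parental line KB-3-1 was scored as loss of CellTiter-Glo luminescence following 72 h incubation with compound. Values come from curve fitting of normalized concentration-response data.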
GLP1R ag – GLP-1 receptor (human) agonism; P43220; HEK293 GLP-1R CRE-luciferase, luminescence, 4-6 h; cells express a hypersensitive GLP-1R form; Potency, µM (doses to about 45.6 µM), inactives show at the highest dose activation, actives largely listed as activators; 380,000 compounds, 0.007% hits; AID 624172; note: % of control where 0% means no effect
Target sequence (P43220 whole entry, looked up): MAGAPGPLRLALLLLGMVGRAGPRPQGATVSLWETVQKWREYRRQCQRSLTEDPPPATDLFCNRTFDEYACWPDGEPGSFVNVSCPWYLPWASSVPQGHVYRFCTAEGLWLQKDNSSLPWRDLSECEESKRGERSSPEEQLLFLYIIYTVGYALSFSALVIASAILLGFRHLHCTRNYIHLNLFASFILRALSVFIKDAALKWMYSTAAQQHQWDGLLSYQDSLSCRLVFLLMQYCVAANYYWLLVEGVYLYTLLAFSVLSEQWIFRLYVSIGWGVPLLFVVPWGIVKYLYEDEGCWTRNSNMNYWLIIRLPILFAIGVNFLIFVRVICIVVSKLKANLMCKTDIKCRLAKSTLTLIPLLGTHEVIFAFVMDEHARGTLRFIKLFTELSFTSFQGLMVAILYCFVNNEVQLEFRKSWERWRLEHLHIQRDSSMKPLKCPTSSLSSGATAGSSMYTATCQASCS
KB-V1 cytotox – kills drug-selected multidrug resistant KB-V1 cells; Potency, µM (doses to about 46.1 µM), for inactives: at the highest dose activity change, negative = cytotoxicity, usual class: cytotoxic; 400,000 compounds, 3.4% hits; KB-V1 MDR cells viability, CellTiter-Glo, 72 h; AID 1347076; note: % is set by controls: 0 for no effect and ±100 for the full control effect; nearly all actives have a fitted effect of over 60% in size
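Potencies derive from concentration-effect curves fitted to normalized luminescence (CellTiter-Glo) of KB-V1 cells treated for 72 h at 37 degrees C in phenol-red-free DMEM containing 10% FBS.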
GLP1R inv ag – GLP-1 receptor (human) inverse agonism | 410,000 compounds, 1.6% hits | HEK293 GLP-1R CRE-luciferase, luminescence, 24 h; GLP-1R form is constitutively active | P43220 | Potency, µM (top dose mostly 38.3 µM), for the others: at the highest dose activity change, negative = inhibition, usual class: inhibitors; note: % is set by controls: 0 for no effect and ±100 for the full control effect; nearly all actives have a fitted effect of over 55% in size
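GLP-1R inverse agonism mode: basal reporter luminescence in engineered HEK293 cells measured after one day of compound exposure at 37 deg C, with a 12 min room-temperature detection step.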
* marks the source's active call; other numbers are inactive results; ? = inconclusive; · = no result given; [ ] = another dose, or the depositor's remark. Calls come from the whole dose curve; as a rule, active = well fitted curve in the direction sought with a large enough effect; inconclusive = small, poorly fitted or top-dose-only effect, or another doubt; inactive = no such curve, though single readings can be large; an effect the other way counts as inactive or inconclusive. Potency is the fitted concentration of half-maximal effect.

Start of the data: the first 5 records, to show the layout:
SMILES	GLP1R cytotox	SW480 rerep	HT1080 IDH1KD tx	HT1080NT lethal	TDP-43 yeast inh	KB-3-1 cytotox	GLP1R ag	KB-V1 cytotox	GLP1R inv ag
COc1ccc(S(=O)(=O)N(Cc2ccccc2)c2ccccc2C(=O)Nc2ccccc2C(=O)NCc2ccco2)cc1	84%[activator]	·	1%	6%	4%	-8%	-6%	?	?
O=C(O)CCC(=O)Nc1ccc(-c2nnc(-c3ccco3)o2)cc1	0%	-18%	8%	1%	24%	8%	-2%	-3%	5%
Cc1nc(Oc2ccc(Cl)cc2)c2oc3ccccc3c2n1	-1%	-3%	11%	12%	14%	3%	-11%	?	4%
COc1ccc(-n2c(Cc3cccn3C)nnc2SCC(=O)Nc2cccc(OC)c2)cc1	-15%	1%	-3%	1%	2%	3%	-10%	6%	13%
OC(COc1ccc2c(c1)OCO2)CN1CCCC1 (stereo not given)	-10%	-1%	10%	0%	-2%	-2%	-1%	?	-14%

The listing, repeating the preview:
SMILES	GLP1R cytotox	SW480 rerep	HT1080 IDH1KD tx	HT1080NT lethal	TDP-43 yeast inh	KB-3-1 cytotox	GLP1R ag	KB-V1 cytotox	GLP1R inv ag
COc1ccc(S(=O)(=O)N(Cc2ccccc2)c2ccccc2C(=O)Nc2ccccc2C(=O)NCc2ccco2)cc1	84%[activator]	·	1%	6%	4%	-8%	-6%	?	?
O=C(O)CCC(=O)Nc1ccc(-c2nnc(-c3ccco3)o2)cc1	0%	-18%	8%	1%	24%	8%	-2%	-3%	5%
Cc1nc(Oc2ccc(Cl)cc2)c2oc3ccccc3c2n1	-1%	-3%	11%	12%	14%	3%	-11%	?	4%
COc1ccc(-n2c(Cc3cccn3C)nnc2SCC(=O)Nc2cccc(OC)c2)cc1	-15%	1%	-3%	1%	2%	3%	-10%	6%	13%
OC(COc1ccc2c(c1)OCO2)CN1CCCC1 (stereo not given)	-10%	-1%	10%	0%	-2%	-2%	-1%	?	-14%
COCCN(C(=O)CCC(=O)Nc1ccccn1)C(C(=O)NCCC(C)C)c1ccc(OC)cc1 (stereo not given)	-12%	-2%	11%	10%	-42%[inhibitor]	-1%	-13%	-2%	15%
O=C(c1ccco1)N1CCN(C2CC(=O)N(c3ccccc3)C2=O)CC1 (stereo not given)	-8%	-1%	4%	0%	-1%	-5%	-12%	14%	0%
CCOC(=O)C1CCN(C(=O)CCNC(=O)Cn2cnc3ccccc3c2=O)CC1	12%	-5%	14%	14%	5%	1%	4%	8%	11%
CC(=C1SC(=S)NC1=O)c1ccccc1	2%	-4%	13%	6%	13µM*	-6%	-3%	?	10%
Cc1cc(NC(=O)CN(C)CCOc2ccccc2)ccc1Br	7%[7.66 µM]	2%	?	?	10%	?	1%	?	-7%[7.66 µM]
CC(C)(C)NC(=O)C(c1ccc(C(F)(F)F)cc1)n1c(=O)c(-c2ccccc2)nc2ccccc21 (stereo not given)	2%	·	0%	-1%	-18%	-27%	·	?	-9%
OC(C#CCN1CCCC1)c1ccccc1 (stereo not given)	-3%	-2%	-3%[9.24 µM]	9%	-8%	-2%	0%	1%	0%
CCc1nc(C#N)c(N2CCOCC2)o1	-13%	-2%	11%	11%	21%	-3%	-8%	-5%	8%
N#C/C(=C\c1c(Cl)cccc1Cl)c1nc2ccccc2o1	2%	29%	?	-8%	-22%	7%	11%	-25%	0%
O=C(NNC(=O)c1ccc(F)c(S(=O)(=O)N2CCOCC2)c1)c1ccc(Br)cc1	2%	-1%	2%	1%	16%	-2%	-5%	17%	11%
Cc1cc(O)ccc1NC1=CC(=O)CC(C)(C)C1	8%	1%	3%	-1%	1%	-5%	0%	?	-3%
C[C@H](CO)N1C[C@H](C)[C@@H](CN(C)Cc2ccc(F)cc2)Oc2ncc(Br)cc2C1=O	4%	·	15%	6%	0%	15%	-4%	6%	4%
CCC(Oc1ccccc1F)C(=O)Nc1cc(-c2ccccc2)no1 (stereo not given)	8%	·	·	·	24%	-11%	·	-6%	?
CC(=O)N1CCOc2ccc(S(=O)(=O)N(C)c3ccc(C)cc3)cc21	-5%	-3%	-6%	1%	-4%	-7%	5%	?	-24%
Cc1cc(C(=O)COC(=O)CC2Sc3ccccc3NC2=O)c(C)n1-c1ccc(Br)cc1 (stereo not given)	7%	0%	-11%	-3%	5%	-10%	5%	?	?
N#Cc1c(Nc2ccccc2)c(C=O)c[nH]c1=O	-2%	-7%	6%	23%	0%	6%	13%	-7%	1%
CC1(C)Cc2nc3oc4c(NCCCN5CCOCC5)ncnc4c3cc2CO1	0%	-4%	0%	-6%	-4%	-3%	15%	-8%	11%
CCCCC[C@H](C)N1C[C@H](COCc2ccccc2)Oc2cc(N3CCC[C@@H]3CO)ccc2S1(=O)=O	-7%	·	?	?	14%	?	5%	0%	?
COC(=O)c1cccc([N+](=O)[O-])c1CS(=O)(=O)c1ccc(C)cc1	3%	-1%	-4%	-14%	6%[9.22 µM]	8%	3%	?	-1%
CC1=C(C(=O)OCc2ccccc2)C(/C=C/c2ccccc2)N2C(=O)CCSC2=N1 (stereo not given)	-20%	-15%	-14%	-6%	-20%	-5%	-1%	4%	3%
CCOc1ccc(CCNC(=O)c2cc(Nc3ccc(C)cc3C)nc3ccccc23)cc1OCC	2%	·	·	·	2%	-6%	·	-7%	9%
CN(C)Cc1ccccc1Sc1cccc2ccccc12	?	?	-22%	?	-3%	-14%	-3%	?	?
CCN(CC)c1nc(Oc2ccc(=O)[nH]n2)nc(N2CCOCC2)n1	-1%	-5%	3%	11%	2%	13%	2%	-24%	24%
O=C(Nc1nnc(SCc2ccccc2Cl)s1)c1cccc([N+](=O)[O-])c1	-5%	-4%	-7%	18µM*	3%	-13%	-2%	3%	-17%
CCCCCCn1c(=O)n2n(c1=O)[C@@H]1CN(S(=O)(=O)c3ccc(C)cc3)C[C@]1(O)[C@@H](OC(=O)Nc1cccs1)C2	?	·	?	?	16%	?	-3%	?	?
CCOc1ccc(N2C(=O)S/C(=C\c3ccc(O)c(OC)c3)C2=O)cc1	20%	?	1%	-5%	-11%	2%	-3%	-4%	13%
O=C(CSc1ccccc1F)NC1CCS(=O)(=O)C1 (stereo not given)	-8%	10%	3%	9%	-5%[9.22 µM]	19%	3%	18%	4%
COc1ccc(CCNC(=O)C23CN(Cc4ccccc4)CC2C(c2cccc([N+](=O)[O-])c2)=NO3)cc1 (stereo not given)	-23%	4%	-6%	-2%	3%	-3%	-2%	-10%	-28%
COc1ccc(NCC(=O)N/N=C/C2CCCCC2)cc1	-3%	?	-6%	-9%	0%	6%	-2%	?	-28%
O=c1c(-c2nc3ccccc3s2)cccn1Cc1ccc(Cl)c(Cl)c1	160%[activator]	1.2µM*	-13%	-2%	17%	-14%	0%	-1%	1%
CC(=O)NC(c1ccccc1)c1c(O)ccc2ccccc12 (stereo not given)	0%	6%	-12%	-2%	-7%	10%	9%	-11%	?
CCOC(=O)CCCSc1nc2sc(C)c(C)c2c(=O)[nH]1	5%	-5%	5%	-12%	17%	7%	3%	7%	11%
CCOc1cc(CNCCc2c[nH]c3ccccc23)cc(Cl)c1OCC(N)=O	1%	-2%	-22%	-3%	6%	-9%	10%	-4%	?
COCCn1c(C2CCCCC2)nc2sc3ccccc3c(=O)c2c1=O	4%	-1%	3%	?	2%	13%	-4%	4.1µM*	-14%
COc1ccc(C(=O)Nc2ccccc2C(=O)N2CCOCC2)cc1	1%	-12%	12%	0%	-10%	-5%	5%	-1%	0%
O=c1[nH]c2ccccc2n2c(-c3ccncc3)nnc12	11%	-8%	-2%	-2%	0%	2%	-16%	?	5%
N#CCCn1cc(/C=N/NC(N)=S)c(-c2ccccc2)n1	?	?	-17%	-16%	-1%[0.397 µM]	0%	14%	11%	?
CCN(CC)c1ccc(/C=N/NC(=O)c2ccco2)cc1	-11%	5.8µM*	2.6µM*	?	-6%	3.7µM*	-22%	-73%	?
COc1cc2c(cc1NC(=O)/C=C/c1ccccc1)oc1ccccc12	-22%	-7%	-27%	?	-6%	0%	-6%	10%	?
CN1CCCc2cc3c(C(F)(F)F)cc(=O)oc3nc21	267%[activator]	1%	-3%	1%	-12%	-14%	3%	-5%	3%
CC(=O)Nc1ccc(Nc2cc(C(C)C)nc3c(-c4ccccc4)c(C)nn23)cc1	-19%	?	?	?	?	5.8µM*	-2%	-15%	?
CCCOc1ccc(/C(O)=C2/C(=O)C(=O)N(CCN(C)C)C2c2ccc(O)c(OC)c2)cc1 (stereo not given)	-12%	4%[9.22 µM]	-5%	-2%	14%	-10%	9%	0%	-18%
COc1ccc(CN2C(=O)c3ccccc3C2C(=O)NC2CCCC2)c(OC)c1 (stereo not given)	-8%	0%	-3%	9%	-12%	0%	-2%	3.7µM*	3%
COc1cc(NC2c3ncccc3C(=O)N2Cc2ccco2)cc(OC)c1 (stereo not given)	3%	5%	-5%	3%	-20%	4%	-4%	-4%	24%
COc1ccc2c(c1)c1c(c(=O)n(Cc3ccccc3)c(=O)n1Cc1ccccc1Cl)n2C	-5%	·	·	·	17%	-1%	0%	-4%	21%
Cc1ccc(NC(=O)Nc2cccnc2)cc1	-1%	-3%	4%	7%	0%	-1%	0%	-4%	9%
CN1CCCN(c2ncnc3scc(-c4ccc(F)cc4)c23)CC1	-4%	-24%	-1%	3%	-1%	0%	3%	9%	-17%
CCc1nn(C(CC)C(=O)NCc2ccc(OC)c(OC)c2)c(=O)c2cc3oc(C)cc3n12 (stereo not given)	-11%	·	·	·	16%	-7%	·	?	10%
Oc1c(/C=C/C=C/C=Nc2ccccc2)sc(=S)n1Cc1ccccc1	-28%	-12%	10%	9%	-2%	-1%	-3%	24%	?
COc1cc(-n2c(N)c(C(=O)NCc3ccco3)c3nc4ccccc4nc32)cc(OC)c1OC	40%[activator]	12µM*	?	?	1%	5%	11%	-5%	13%
